Assay outcomes (PubChem)
12-LOX inh = Primary qHTS assay for inhibitors of human arachidonate 12S-lipoxygenase (ALOX12): Round 2. Polyunsaturated fatty acid lipoxygenase ALOX12 (Homo sapiens), P18054. purified 12hLO, xylenol orange hydroperoxide absorbance. Potency, µM (series often up to 108 µM), for the others: at the top dose activity change, negative = inhibition, actives largely listed as inhibitors. 580,000 tested, 1.1% active. AID 1671190, 2021; active means well fitted inhibition curve with a large enough effect; inconclusive means small, poorly fitted or top-dose-only effect, or another doubt; inactive means no such curve, though single readings can be large or run the other way
Target sequence (P18054 whole entry, looked up): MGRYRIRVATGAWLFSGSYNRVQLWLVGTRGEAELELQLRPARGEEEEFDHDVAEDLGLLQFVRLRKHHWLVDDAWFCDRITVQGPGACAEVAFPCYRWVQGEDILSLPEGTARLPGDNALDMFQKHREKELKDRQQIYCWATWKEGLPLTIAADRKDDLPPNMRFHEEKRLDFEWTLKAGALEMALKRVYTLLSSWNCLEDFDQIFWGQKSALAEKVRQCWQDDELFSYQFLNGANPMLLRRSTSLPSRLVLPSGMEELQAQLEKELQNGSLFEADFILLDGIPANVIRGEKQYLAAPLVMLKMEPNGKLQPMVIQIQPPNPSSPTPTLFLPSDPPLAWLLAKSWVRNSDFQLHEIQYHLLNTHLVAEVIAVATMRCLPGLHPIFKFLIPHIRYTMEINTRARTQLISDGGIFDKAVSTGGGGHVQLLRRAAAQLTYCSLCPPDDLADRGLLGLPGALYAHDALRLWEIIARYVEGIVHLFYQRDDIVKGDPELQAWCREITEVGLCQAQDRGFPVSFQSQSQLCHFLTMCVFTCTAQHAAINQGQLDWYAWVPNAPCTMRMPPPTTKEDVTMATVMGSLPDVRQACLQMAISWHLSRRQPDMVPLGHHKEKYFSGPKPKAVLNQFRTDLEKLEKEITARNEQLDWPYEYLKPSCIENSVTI
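Purified human 12hLO (150 nM final) in 25 mM Hepes, 0.01% Triton X-100, pH 7.0 was preincubated 15 min at room temperature with compound. Then 40 uM arachidonic acid was added, 30 min. Hydroperoxide was read by Fe-XO absorbance ratio 573/405 nm.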
Starred values were filed as active, the others as inactive; ? = inconclusive; & = joins results of further samples; [ ] = another dose, or the depositor's remark. On the % scale 0 is the no-effect control and ±100 the full control effect; potency means the concentration at half of the fitted maximal effect. Some of the compounds tested; the hit share may differ from the screen's.

12-LOX inh	Molecule
10%[6.33 µM]	O=S1(=O)NCC2(CCN(Cc3c[nH]c4ccccc34)C2)Oc2ncccc21 (centres undefined)
27%	Cc1cnc(C(=O)N2CCCC(c3nc(-c4cccnc4)no3)CCNC(=O)CC2)cn1 (centres undefined)
9%	Cn1nccc1C(=O)N1CCCCCC1c1nc(-c2ccncc2)no1 (centres undefined)
22%	COc1ccccc1CCN1CCCC(CN(C)C(=O)C(=O)c2cccn2C)C1 (centres undefined)
23%	CCO[C@H]1CN(C(=O)c2ccc(-c3noc(C4CC4)n3)cc2)C[C@@H]1O
10%	Cc1cccc(Cl)c1NC(=O)Cn1ccn2nc(-c3ccccc3)c(CO)c2c1=O
31%[activator]	Cc1ccc2c(C)c(C(=O)N(C)Cc3noc4c3CCCC4)oc2c1
-22%	Cc1ncoc1C(=O)N1CCC2(CCCN(Cc3cccc(F)c3F)C2=O)C1 (centres undefined)
?	Brc1ccc2nc(-c3ccc(CN4CCC(c5nc6ccccc6[nH]5)CC4)cc3)c(-c3ccccc3)nc2c1
?	CSCC(=O)NCCC[C@H](NC(=O)[C@@H]1[C@@H](NC(=O)Nc2ccc(F)cc2F)CCN1C(=O)CSC)C(N)=O
43%[activator]	COCc1ncc(C)n1CCNC(=O)c1cc(-c2ccccc2C)n[nH]1
61%[activator]	Cn1nccc1C(=O)N1CCN(Cc2ccc(=O)n(CC3CC3)c2)CC1
28%	COc1ccc(NC(=O)Nc2ccc(C)n(CC(=O)N3CCCCCC3)c2=O)cc1
8%	COc1ccc(-c2noc(CC3CCN(C(=O)c4cc(F)cc(F)c4)CC3)n2)cc1
142%[activator][176 µM]	CN1C(=O)[C@@H]2C[C@@H](CN2CC2CC2)Oc2ccccc21
32%[activator]	CCc1ccc(OCC(=O)c2ccc3c(c2)N(CC(=O)NCCCOC)C(=O)CO3)cc1
?	CC(C)C(=O)N1Cc2ccccc2CC2(CCCCN2CC2CCNC2)C1 (centres undefined)
1.8µM*	COc1ccccc1CC(=O)N1CCC2(CC1)NC(=O)N(c1cccc(F)c1)N2
94%[activator]	COc1cccc(-c2ncc(CNC(=O)C3NCCc4[nH]cnc43)s2)c1 (centres undefined)
?	COCCC(=O)N[C@H]1CC[C@]2(C)CCC([C@H](C)C(=O)NCCc3ccc(OC)c(OC)c3)[C@H](O)[C@H]2[C@@H]1C (some centres undefined)

Ordered by number of heavy atoms (rising): part of the list above
12-LOX inh	Molecule
142%[activator][176 µM]	CN1C(=O)[C@@H]2C[C@@H](CN2CC2CC2)Oc2ccccc21
31%[activator]	Cc1ccc2c(C)c(C(=O)N(C)Cc3noc4c3CCCC4)oc2c1
43%[activator]	COCc1ncc(C)n1CCNC(=O)c1cc(-c2ccccc2C)n[nH]1
?	CC(C)C(=O)N1Cc2ccccc2CC2(CCCCN2CC2CCNC2)C1 (centres undefined)
22%	COc1ccccc1CCN1CCCC(CN(C)C(=O)C(=O)c2cccn2C)C1 (centres undefined)
32%[activator]	CCc1ccc(OCC(=O)c2ccc3c(c2)N(CC(=O)NCCCOC)C(=O)CO3)cc1
?	CSCC(=O)NCCC[C@H](NC(=O)[C@@H]1[C@@H](NC(=O)Nc2ccc(F)cc2F)CCN1C(=O)CSC)C(N)=O

Next compounds follow.
12-LOX inh	Molecule
71%[activator]	NCCn1cc(C(=O)NC2CCCN(c3cnccn3)C2)nn1 (centres undefined)
47%[activator]	COc1ccc(-c2cc(N3CCCC(NC(=O)Cc4ccsc4)C3)n[nH]2)cc1 (centres undefined)
?	COc1ccc(N2C[C@@]3(O)CC[C@@H](O)[C@@H](OC)[C@@H]3[C@@]2(C)[C@H](O)CC=C(C)C)cc1
6%	CCn1nc(C)cc1C(=O)N1CCCC(CCC(=O)NCc2ccc(OC)cc2OC)C1 (centres undefined)
5%	O=C(N[C@H]1[C@H]2CCO[C@H]2[C@@H]1N1CCCC1)c1ccc(-c2cccc(F)c2)cc1
50%[activator]	O=C(c1noc(-c2ccc(F)cc2)n1)N1CCN(c2ccc(Cl)cc2)CC1
1%[12.5 µM]	O=C1CC2CCN(C(=O)C3CCCC3)CC2CCN1 (centres undefined)
1%	CCCCOc1ccc(C(=O)N2CCC[C@H]2c2nc(-c3ccccc3)no2)cc1
89%[activator]	COC(=O)c1cccc(NC(=S)N[C@H]2CO[C@H]3[C@@H]2OC[C@@H]3n2nnnc2-c2cccc(OC)c2)c1
4%	CCC(O)CNC(=O)c1cnn(-c2ncc3c(n2)-c2ccc(OC)cc2CC3)c1C1CC1 (centres undefined)
0%	Cc1cnc(-c2ccncc2)n1CCNC(=O)CCC1CCCC1
6%	COc1ccc(C2Cn3cnc(C(=O)N4CCC(C(=O)NCCC5=CCCCC5)CC4)c3CO2)cc1 (centres undefined)
5%[6.33 µM]	O=C(c1ccccn1)N1CCC2(CC(c3cccc(C(F)(F)F)c3)=NO2)C1 (centres undefined)
3%	O=C(NCC1(O)CCCN(C(=O)Cc2cccc(O)c2)CC1)c1ccccc1 (centres undefined)
-2%	O=S(=O)(c1ccccc1Cl)N1CCCC(CO)(Cc2cccc(Cl)c2)C1 (centres undefined)
29%	Cc1cc(C2CCCN2C(=O)c2cc(C3CC3)on2)on1 (centres undefined)
7%	CCC(C)NC(=O)CN1C(=O)NC2(CCC(C)CC2)C1=O (centres undefined)
0%[6.33 µM]	O=C(NCc1ccc(F)cc1)c1nc(-c2ccc(Cl)cc2Cl)c2ccccn12
23%	COc1coc(CN2Cc3[nH]cnc3CC2C(=O)O)cc1=O (centres undefined)
48%[activator]	Cc1ccc(NC(=O)N2CCC(CCNC(=O)Cc3ccsc3)CC2)cc1F

Reformatted as tab-separated lines: entries from further up.
compound	12-LOX inh
O=C(N[C@H]1[C@H]2CCO[C@H]2[C@@H]1N1CCCC1)c1ccc(-c2cccc(F)c2)cc1	5%
O=C(c1noc(-c2ccc(F)cc2)n1)N1CCN(c2ccc(Cl)cc2)CC1	50%[activator]
O=C1CC2CCN(C(=O)C3CCCC3)CC2CCN1 (centres undefined)	1%[12.5 µM]

Next part.
12-LOX inh	Molecule
35%[176 µM]	COCCN1C[C@H]2CN(Cc3cccc(OC)c3)CCN2C1=O
-7%[57.4 µM]	NC(=O)c1ncn([C@@H]2O[C@H](CO)[C@@H](O)[C@@H]2O)c1N
-2%	COc1cccc(-c2cc(CNC(=O)C(c3ccc(F)cc3)N(C)C)no2)c1 (centres undefined)
?	Cc1cc(CN2CCN(C(=O)CNC3CC3)CC(C(=O)O)C2)on1 (centres undefined)
-14%[57.4 µM]	C[C@H]1[C@@H](OC(=O)CCC(=O)O)O[C@@H]2O[C@@]3(C)CC[C@@H]4[C@H](C)CC[C@@H]1[C@@]24OO3
-3%	O=C(NCC1CN(Cc2ccncc2Cl)CC12CN(c1ccccc1)C2)C1CCOCC1 (centres undefined)
?	CC(C)c1nc2c(c(-c3ccc(Cl)cc3)n1)CCN(Cc1ccc(C(F)(F)F)cc1)CC2
-7%	CC(Cn1cncn1)NC(=O)c1cccc(S(=O)(=O)N2CCOCC2)c1 (centres undefined)
1%	O=C(N[C@@H]1CN(c2ncccn2)C[C@H]1CO)c1ccc2c(c1)OCO2
75%[activator]	COc1ccccc1C(=O)N1[C@@H]2CC[C@H]1CC(NC(=O)c1cnc(C)cn1)C2 (some centres undefined)
47%[activator]	COc1ccc(N2CC(C(=O)N3CCC(C(=O)N4CCCC4)C3)NC2=O)cc1 (centres undefined)
-5%	O=C1CCN(Cc2ccc(C(F)(F)F)cc2)CCCCCCN1
41%	COc1cccc(CCC(=O)N2CCCN(S(C)(=O)=O)c3ccccc32)c1
6%	CCOc1ncccc1C(=O)N1CCc2onc(-c3ccccc3F)c2C1
30%	CN(C)C[C@@H]1CN(S(C)(=O)=O)C[C@H]1N
23%	O=S(=O)(NCCc1noc(-c2ccccc2)n1)c1ccc2c(c1)OCCO2
53%[activator]	OC(c1cc2n(n1)CCN(c1ncc(C(F)(F)F)cc1Cl)C2)C1CC1 (centres undefined)
-6%	COc1cc(Nc2cc3c(cn2)nc(Cc2ccccc2)n3C)cc(OC)c1OC
48%[activator]	Cc1cc(C(=O)N2CC(N(C(=O)NC(C)C)C3CCOCC3)C2)nn1C
3%	CC(C)(C)CC(=O)N1C[C@@H](CO)[C@H](c2nc(-c3ccncc3)no2)C1
-12%[176 µM]	COCC(=O)N1CCN2C(=O)c3cc(-c4ccc5c(c4)OCO5)ccc3NC(=O)[C@H]2C1
16%[176 µM]	CN1[C@@H](CCC(=O)N2CCOCC2)CNC(=O)[C@H]2NCC[C@H]21
44%[activator]	CCCN1CCC(CC(=O)N2CCCC(N3CCN(c4ccc(F)cc4)CC3)C2)CC1 (centres undefined)
12%	CNc1ncccc1C(=O)N1CCc2nc(-c3cn[nH]c3)[nH]c2C1
51%[activator]	COc1cccc(CCC(=O)N2CCC3(CC2)N(C)C(=O)CS3(=O)=O)c1
46%[activator]	CNC(=O)[C@@H]1C[C@H](Oc2ccccc2)CN1C(=O)CCc1nc(-c2ccccc2)no1
0%	CC(O)CCNS(=O)(=O)c1ccc2c(c1)CN(C(=O)c1ccon1)CC2 (centres undefined)
19%	O=C(Nc1ccc(-c2nnc3n2CCCC3)cc1)C1CCCC1
17%[176 µM]	O=C(NCc1ccccc1)c1cnc2n1CCN(Cc1ccccc1O)CC2
1%	O=C(NC1CCCc2c1[nH]c1ccc(F)cc21)c1ccc(Br)o1 (centres undefined)
30%[176 µM]	CN1Cc2ncnc(NCCc3ccccc3)c2CN(C2CCC2)C1=O
-3%	CC1=C[C@@H](CNC(=O)c2ccnc(Cl)c2)[C@H](C(C)C)C[C@H]1Cc1nc2ccc(C)cc2[nH]1
59%[activator]	CC(C)c1ccc(CN2CCCC(O)(CNCCN3CCNCC3)C2=O)cc1 (centres undefined)
2%	CN1CCc2c([nH]c3ccccc23)C12CCN(C(=O)c1ccnn1C)CC2
23%	CC(C)CNC(=O)Cc1cccn1-c1ccc(F)cc1
1%[6.33 µM]	CC(C)N1CC2CCC(C1)N2Cc1ccc(-c2ccccc2)cc1
-4%	C[C@@H]1CN([C@@H](C)CO)C(=O)CCCn2cc(nn2)CO[C@H]1CN(C)C(=O)NC1CCCCC1
-19%[176 µM]	COc1ccc(C(=O)N[C@H]2C[C@@H](c3nc(-c4ccc(Cl)cc4)no3)N(C)C2)cc1
7%[6.33 µM]	O=C(N1CCC(c2ccccc2)CC1)C1(c2ccc(Cl)cc2)CCOCC1
0%[176 µM]	COCCOc1ccnc(-c2noc([C@@H]3CCCN3Cc3ccccc3)n2)c1
25%	CN1CCC(N2CCN(S(=O)(=O)c3ccccc3C(F)(F)F)CC2)C1=O (centres undefined)
26%[176 µM]	O=C(N[C@H]1C[C@@H]2C(=O)N[C@H]3CCN(C(=O)C4CCCC4)[C@@H]3C(=O)N2C1)c1cccs1
10%	COCC(=O)NC1CCC12CCN(C(=O)C1CCOCC1)CC2 (centres undefined)
-1%	COc1cc(-c2nccc3[nH]nc(-c4ccccc4)c23)cc(OC)c1OC
20%	COc1ccc(-c2cc(N3CCC(NC(=O)c4ccc(OC)cc4C)CC3)n[nH]2)cc1
-4%	O=C(NC1CCCc2c1[nH]c1ccccc21)c1ccncc1 (centres undefined)
?	O=C(NCc1nnc2n1C(C(=O)NCc1ccc(F)cc1)CC2)c1ccccc1 (centres undefined)
0%[6.33 µM]	COc1ccccc1-c1cc(C(=O)N2CCN(c3ncccn3)CC2)c2cnn(C)c2n1
-5%	O=C([C@@H]1C[C@H](Oc2cccnc2)CN1C(=O)CC1CCCCC1)N1CCOCC1
18%	C=CCN1C=C(C(=O)OCC)C(=O)CC1
2%	CCOc1ccc(NC(=O)N2CCc3cc(OC)c(OC)cc3C2CNC(=O)NC(C)(C)C)cc1 (centres undefined)
-4%[176 µM]	O=C1Nc2ccccc2O[C@H]2C[C@@H]1N(C(=O)NCc1ccccc1)C2
-1%	O=C1CC(c2ccccc2)N(C(=O)CNC(=O)Nc2ccc3c(c2)OCCO3)CCCCCN1 (centres undefined)
?	COC(=O)c1c(OCc2ccccc2)cc(=O)n2c1CCN(Cc1cccc(C)n1)CC2
3%	O=C(O)[C@@H]1CN(C(=O)Cc2ccc(O)cc2)C[C@H]1c1cccc(F)c1
0%	NCC(=O)N1CCC(n2nccc2NC(=O)Nc2ccccc2Cl)CC1
76%[activator]	COCCOCc1nc(C2CCNCC2)no1
13%	Cc1ccc(Cl)cc1NC(=O)N(C)CC1CCOCC1
-12%&-11%[22.9 µM]	Cc1ccc2c(n1)Oc1ccc(C(C)C(=O)OCC(=O)N(C)C)cc1C2 (centres undefined)
11%[176 µM]	Cc1nnc(-c2cc(-c3ccsc3)ccn2)n1Cc1ccccc1
16%	CCc1nc(-c2c3n(c(=O)n(Cc4ccc(C#N)cc4)c2=O)CCCCC3)no1
0%	COc1ccccc1CN1CC(c2noc(-c3ccc(C)cc3C)n2)CC1=O (centres undefined)
